# High-throughput results as filed in PubChem.
# RECQ1 inh: inhibitors of human RECQ1 DNA helicase | RECQ1 DNA unwinding, red fluorescence kinetic read | hit rate 0.54% among 240,000 | P46063 | Potency, µM (series often up to 57.3 µM), for the others: at the highest dose activity, negative = inhibition, hits mostly inhibitors;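 note: plate controls were vehicle for no effect and no enzyme for full effect; nearly all actives have a fitted effect of over 30% in size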
#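 50 nM RECQ1T1 preincubated 15 min with compound in Tris pH 8.0 buffer with MgCl2, DTT, Tween-20 and 2.5 ug/ml poly(dI-dC); started with 200 nM TAMRA/BHQ-2 forked duplex and 2 mM ATP. Unwinding read as fluorescence (525/598 nm), two reads 2 h apart.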
# Tau fibril FP: blocks human tau fibril formation measured by polarization | P10636 | K18 P301L tau heparin fibrillization, Alexa594 FP, 6 h | Potency, µM (titrated, usually from 57.7 µM), for the others: at the top dose activity, negative = inhibition, most hits filed as inhibitors | hit rate 0.39% among 280,000; note: % is set by controls: 0 for no effect and ±100 for the full control effect; nearly all actives have a fitted effect of over 55% in size
# Target sequence (P10636 561-689 P618L limits assumed): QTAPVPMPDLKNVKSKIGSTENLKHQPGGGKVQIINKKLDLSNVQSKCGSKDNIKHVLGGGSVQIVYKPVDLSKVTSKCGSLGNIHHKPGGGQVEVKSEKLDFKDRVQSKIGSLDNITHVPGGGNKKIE
#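 FP of Alexa 594-tau after heparin (20 uM) induction. Substrate: human K18 P301L, 15 uM unlabeled, 0.24 uM labeled. Buffer 100 mM sodium acetate pH 7. 6 hr, 37 C.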
# TRb SRC2 PPI: disrupts binding of human TR beta to SRC2 | P10828 | hit rate 0.065% among 280,000 | Potency, µM (series often up to 106 µM), for inactives: at the highest dose activity change, negative = inhibition, actives largely listed as inhibitors | AID 1469 | TRbeta-SRC2 peptide binding, fluorescence polarization; receptor liganded with 1 µM T3;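 note: plate controls were bound peptide for no effect and peptide without receptor for full effect; nearly all actives have a fitted effect of over 50% in size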
# Target sequence (P10828 whole entry, looked up): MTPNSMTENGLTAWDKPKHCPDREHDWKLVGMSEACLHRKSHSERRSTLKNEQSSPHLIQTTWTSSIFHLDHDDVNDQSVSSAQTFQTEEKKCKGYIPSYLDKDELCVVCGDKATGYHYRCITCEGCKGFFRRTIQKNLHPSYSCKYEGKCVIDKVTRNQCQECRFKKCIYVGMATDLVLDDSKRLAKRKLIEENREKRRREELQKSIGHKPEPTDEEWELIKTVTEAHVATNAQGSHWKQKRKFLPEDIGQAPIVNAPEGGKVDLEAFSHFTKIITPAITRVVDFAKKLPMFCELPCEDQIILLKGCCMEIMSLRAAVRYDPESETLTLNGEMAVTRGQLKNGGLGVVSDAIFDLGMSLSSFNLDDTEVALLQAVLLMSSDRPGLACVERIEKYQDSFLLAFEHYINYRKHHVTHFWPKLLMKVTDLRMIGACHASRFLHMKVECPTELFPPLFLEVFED
#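 Compounds were added to 0.6 uM TRb ligand-binding domain and 20 nM Texas Red-labeled SRC2 peptide in Tris buffer containing 1 uM T3, incubated 5 hr at ambient temperature, then read by fluorescence polarization.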
# L3MBTL1 block: blocks human L3MBTL1; Q9Y468; AlphaScreen L3MBTL1–H3K9me1 peptide binding; Potency, µM (titrated, usually from 57.1 µM), without a hit: at the highest dose activity, negative = inhibition, hits mostly inhibitors; hit rate 0.66% among 230,000; AID 485360; note: % is set by controls: 0 for no effect and ±100 for the full control effect; nearly all actives have a fitted effect of over 60% in size
#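 First, the protein-peptide complex forms for 30 min at room temperature (L3MBTL1 50 nM, biotinylated H3K9me1 peptide 75 nM). Next, compounds are pin-transferred and incubated 30 min. Finally, AlphaScreen beads are added and read after 30 min.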
# HTT ATP protect: cytoprotection in Huntington HTT-Q103 PC12 cell model; hit rate 0.14% among 230,000; Potency, µM (top dose mostly 56.4 µM), inactives show cytoprotection (ATP increase), hits mostly activators; PC12 HTT-Q103 induced, cytoprotection, ATP luminescence, 40 h;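 note: % of control where 0% means no effect; nearly all actives have a fitted effect of over 45% in size; toxic huntingtin expression switched on by the ecdysone agonist tebufenozide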
#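 ATP quantification (ATPlite) reports survival of PC12 cells in which tebufenozide, 100 nM final, switches on Htt exon 1 with 103 glutamines linked to GFP; compounds are titrated.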
# TexasRed fluor: alters Texas Red total fluorescence, flagging assay interference. Potency, µM (series often up to 106 µM), without a hit: at the top dose fluorescence change, negative = quenching. TRb/SRC2 Texas Red total fluorescence interference. hit rate 0.29% among 280,000; active = well fitted curve in either direction with a large enough effect; inconclusive = small, poorly fitted or top-dose-only effect; note: % is set by controls: 0 for no effect and ±100 for the full control effect
#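 Flags fluorescent or light-absorbing compounds by total fluorescence, S + 2P, at 555 nm excitation and 632 nm emission. Mixture: 20 nM Texas Red SRC2 peptide, 0.6 uM human TRb LBD, 1 uM T3, 5% DMSO; compound exposure 5 h at ambient temperature.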
# Tau ThT inhib: tau fibrillization inhibition (ThT binding). P10636. recombinant tau K18 P301L, heparin-induced fibrillization, ThT fluorescence. Potency, µM (titrated, usually from 57.4 µM), inactives show top-dose activity, negative = inhibition, hits mostly inhibitors. hit rate 2.1% among 270,000; note: % is set by controls: 0 for no effect and ±100 for the full control effect; nearly all actives have a fitted effect of over 55% in size
#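 Heparin-induced fibrillization of the P301L-mutant K18 repeat-domain fragment of human tau was followed by ThT binding in quantitative high-throughput format.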
# Tau fluor cs: counter-screen for tau fibril formation inhibitors | tau K18 P301L Alexa594 fluorescence, heparin fibrillization | Potency, µM (series often up to 57.7 µM), inactives show at the top dose activity change, negative = decrease | hit rate 0.93% among 280,000; note: % is set by controls: 0 for no effect and ±100 for the full control effect; nearly all actives have a fitted effect of over 55% in size
#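 Human tau K18 P301L (15 uM unlabeled, 0.24 uM Alexa 594-labeled) in 100 mM sodium acetate pH 7 with 20 uM heparin, 6 hr at 37 C. ThT 30 uM added, 1 hr ambient; Alexa 594 FP and total fluorescence read at 555/632 nm.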
# The depositor's hits bear a star; i = inactive; u = inconclusive; x = no result given; & = joins results of further samples; [ ] = dose if it differs, or a comment. Unless noted, calls come from the whole dose curve; as a rule, active = well fitted curve in the direction sought with a large enough effect; inconclusive = small, poorly fitted or top-dose-only effect, or another doubt; inactive = no such curve, though single readings can be large; an effect the other way counts as inactive or inconclusive. Potency is the fitted concentration of half-maximal effect. The list is partial; count on the stated rates, not on these rows.
canonical_smiles | L3MBTL1 block | TexasRed fluor | Tau fibril FP | HTT ATP protect | RECQ1 inh | TRb SRC2 PPI | Tau fluor cs | Tau ThT inhib
c1ccc2c3c([nH]c2c1)C(C1CCCCC1)N(Cc1ncc[nH]1)CC3 (stereo unspecified) | -10% | 0% | 3% | -31%[inhibitor] | -3% | 8% | -22% | u
CCCNC(=O)COc1ccc(S(=O)(=O)Nc2ccc(C)cc2)cc1 | x | 0% | -1% | -4% | -7% | 12% | -10% | -7%
CCC(C(=O)NCc1ccc(OC)cc1)n1nc(C)n2c(cc3occc32)c1=O (stereo unspecified) | x | -2% | 3% | -11% | -3% | -8% | -9% | -12%
Cn1c(=O)n(Cc2ccc(Br)cc2)c2ccccc21 | 1% | 19% | -6%[2.34 µM] | -17%[10 µM] | -3% | -2% | -7%[2.34 µM] | 0%
CCCS(=O)(=O)N1CCC(C(=O)NCCCN(CC)c2cccc(C)c2)CC1 | -3% | -2% | 13% | x | -3% | -10% | -17% | -15%
CCN(CC)CCn1c2c(c(SCC(=O)Nc3cccc(C(F)(F)F)c3)nc1=O)CCC2 | x | -1% | -7% | x | x | 5% | -7% | -7%
CC(C)(C)NC(=O)CC(c1ccccc1)c1ccccc1O (stereo unspecified) | x | -1% | -4% | 11% | -15% | -6% | -10% | -8%
NC1=NS(=O)(=O)NC1c1cccc(F)c1 (stereo unspecified) | x | 1% | -4% | u | i | 7% | -5% | -7%
O=C(NCCCn1ccnc1)c1ccc(Cl)c(S(=O)(=O)N2CCOCC2)c1 | -1% | 1% | -2% | -15%[0.074 µM] | i | 7% | -1% | 1%
Cc1ccccc1OCC(O)CN(Cc1ccccc1O)C1CCCCC1 (stereo unspecified) | 6% | -2% | 6% | -43%[inhibitor] | -13% | -1% | -7% | 0%
CC(C)c1ccc(-c2noc(C3CCCN(C(=O)c4ccc(F)cc4F)C3)n2)cc1 (stereo unspecified) | x | 2% | 9% | -21% | -4% | -6% | -6% | -11%
Cc1cc(N/N=C/c2cccc(Cl)c2)nc(NCc2ccccc2)n1 | -11% | 0% | u | -6%[10 µM] | -7% | 8% | u | -18%
O=C1OCCN1C(=O)[C@H]1[C@H](c2ccc([N+](=O)[O-])cc2)C(c2cccc(Cl)c2)=NN1c1ccccc1 | -1% | -3%&-3% | -8%&1% | -43%[inhibitor] | -15%&-1% | 7%&2% | u | u
CCOC(=O)Cc1nnc(NC(=O)c2ncn[nH]2)s1 | x | -1% | -4% | 8% | 7% | -3% | 4% | 1%
O=C(Nc1ccc2c(c1)OCCO2)C1CCCN(S(=O)(=O)c2cccs2)C1 (stereo unspecified) | -1% | 1% | 10% | 5% | -4% | -1% | -9% | -6%
Cc1ccc(C(=O)Nc2cccc(-c3cn4ccccc4n3)c2)cc1 | -21% | 0% | -13% | -101%[inhibitor] | -3% | 0% | -29% | 4%
N#Cc1ccc(OCC(=O)N/N=C(\CCC(=O)O)c2cccs2)cc1 | 6% | 0% | 0% | x | 13% | -9% | 1% | -5%
Cc1[nH]nc(SCC(=O)NC2CCCC2)c1[N+](=O)[O-] | x | -2% | 1% | -13% | 4% | 0% | -7% | u
O=S(=O)(Nc1ccc(Cl)cn1)c1ccccc1 | 15% | -1% | -4% | 2%[10 µM] | i | -2% | 4% | -5%
CCOC(=O)C(NC(C)=O)(N1CCOCC1)C(F)(F)F (stereo unspecified) | 3% | 2% | u | -2% | i | 2% | -7% | u
CC(Oc1ccc(Cl)cc1Cl)C(=O)NC1=NN(c2ccccc2)C(=O)C1 (stereo unspecified) | -2% | -24% | -5% | -1% | -22% | -4% | -24% | u
COc1ccccc1N1CCN(C(=O)c2ccc(Cn3c(=O)[nH]c4ccsc4c3=O)cc2)CC1 | x | 0% | 3% | 5%[10 µM] | -7% | 0% | -6% | x
Cc1cnc(C(=O)Nc2ccccc2F)cn1 | x | 0% | 9% | -19% | -2% | -15% | -4% | -10%
COC(=O)c1cccc(C23CC4(C2)[C@H](CN(Cc2ccc(C(F)(F)F)cc2)[C@@H]4c2ccccc2)C3c2ccccc2)c1 (stereo partly specified) | x | -5%&-2% | -7%&-2% | -22% | i | -3%&6% | -2%&9% | -10%&1%

# Molecules listed so far that contain a CF3 group:
canonical_smiles | L3MBTL1 block | TexasRed fluor | Tau fibril FP | HTT ATP protect | RECQ1 inh | TRb SRC2 PPI | Tau fluor cs | Tau ThT inhib
CCN(CC)CCn1c2c(c(SCC(=O)Nc3cccc(C(F)(F)F)c3)nc1=O)CCC2 | x | -1% | -7% | x | x | 5% | -7% | -7%
CCOC(=O)C(NC(C)=O)(N1CCOCC1)C(F)(F)F (stereo unspecified) | 3% | 2% | u | -2% | i | 2% | -7% | u
COC(=O)c1cccc(C23CC4(C2)[C@H](CN(Cc2ccc(C(F)(F)F)cc2)[C@@H]4c2ccccc2)C3c2ccccc2)c1 (stereo partly specified) | x | -5%&-2% | -7%&-2% | -22% | i | -3%&6% | -2%&9% | -10%&1%

# (further entries)
canonical_smiles | L3MBTL1 block | TexasRed fluor | Tau fibril FP | HTT ATP protect | RECQ1 inh | TRb SRC2 PPI | Tau fluor cs | Tau ThT inhib
O=C(/C=C\Nc1ccc(Cl)cn1)c1ccc(Br)cc1 | 1% | -1% | -5% | -25% | 4% | 6% | -11% | u
COC(=O)c1ccccc1S(=O)(=O)N1CCc2nc(-c3ccc(OC)cc3C)c3c(c2C1)CO[C@@H](c1ccccc1)C3 | x | -3%[11.2 µM] | 7%[11.6 µM] | 12%[10 µM] | -11%[11.5 µM] | -1%[11.2 µM] | 3%[11.6 µM] | 12%[11.5 µM]
Cc1ccc2[nH]c3c(=O)n(CCc4cnc[nH]4)cnc3c2c1 | 0% | -2% | -8% | 1% | 3% | -6% | -6% | -11%
CCOC(=O)c1c(C)n(C)c2ccc(OCC(O)Cn3nc(C)cc3C)cc12 (stereo unspecified) | -3% | 0% | 2% | -34% | i | 4% | -7% | -13%
CCCN(c1ccc(OCC)cc1)S(=O)(=O)c1ccc2c(c1)CCN2C(=O)CCC(=O)O | 6% | 1% | -2% | -10% | -8% | 2% | 0% | -6%
Cc1cccc(C(=O)NC(=S)Nc2ccc3[nH]c(=O)[nH]c3c2)c1 | 0% | -2% | 2% | -14% | i | 3% | -11% | -7%
CNC(=O)CSc1nnnn1-c1cc(C)ccc1C | -1% | -5% | 9% | -2%[10 µM] | -1% | -5% | 4% | -3%
CC(=O)Nc1cnc(NC(=O)c2cccc(F)c2)cc1C | 30% | -6% | 5% | -11%[10 µM] | -9% | -1% | 3% | 5%
COc1cc(NC(=O)Nc2cccc(-c3noc(C)n3)c2)cc(OC)c1OC | x | -3% | 17% | x | x | 2% | 13µM*[quencher] | u
N#C/C(=C/Nc1ccccc1C(=O)O)C(N)=O | x | -1% | -3% | 10%[10 µM] | 14% | -6% | 1% | x
CCC(C)C(N)C(=O)NC(CCC(=O)OCc1ccccc1)C(N)=O (stereo unspecified) | 4% | -2% | 4% | -6% | -7% | -8% | 4% | 2%
Cc1cc(C)cc(NC(=O)Cn2c(=O)n(-c3ccc(C)c(C)c3)c(=O)c3oc4ccccc4c32)c1 | x | -1% | -2% | x | x | 1% | -7% | 5%
CC(C(=O)Nc1cccnc1)c1ccc([N+](=O)[O-])cc1 (stereo unspecified) | 6% | -5% | 3% | x | -4% | -2% | -3% | -4%
Cc1ccc(NC(=O)C(OC(=O)c2ccc(NC(N)=O)cc2)c2ccccc2)cc1Cl (stereo unspecified) | 1% | -16% | 13µM* | -19%[10 µM] | -12% | 3% | u | u
O=C(NCc1ccccn1)C1CCN(C(=O)c2cc3sccc3n2Cc2ccc(F)cc2)CC1 | x | 0% | 0% | 1% | -4% | 4% | -6% | -3%
O=C(c1cccc(S(=O)(=O)N2CCOCC2)c1)N1CCCc2ccccc21 | 1%[11.4 µM] | -9% | 1% | -5% | -1% | -7% | 12% | 6%
CCOc1ccc(NC(=O)Cn2cc(S(=O)(=O)c3ccc(C)cc3)c(=O)c3cc(F)ccc32)cc1 | x | -1% | 0% | x | x | -5% | -19% | -5%
CCSC1(SCC)N=C(N)C2(C#N)C(c3ccccc3)NC(C)=C(C)C12C#N (stereo unspecified) | 12% | -1% | 5% | -14% | -2% | 6% | 0% | -2%
COc1ccc(OC)c(NC(=O)COC(=O)/C=C/c2ccc(Cl)cc2)c1 | 1% | 1% | -8% | 17%[10 µM] | i | 4% | -6% | 5%
O=C(NCCN1CCOCC1)c1cc(S(=O)(=O)NCCCN2CCCC2=O)ccc1Cl | x | 2% | -2% | 6% | i | 1% | 1% | -3%
Cc1ccc(Cl)cc1-n1c(=O)c2sc3ccccc3c2n(CC(=O)NC2CCCCC2)c1=O | x | 0% | -11% | x | x | -8% | -5% | 11%
CC(C)(C)c1ccc(OCc2ccc(C(=O)N/N=C/c3ccc([N+](=O)[O-])cc3)o2)cc1 | -7% | 0% | 6% | -11% | 0% | 5% | 8.9µM*[quencher] | u
COc1ccc(CN2CSC(=S)N(Cc3ccc(OC)cc3)C2)cc1 | 5% | -4% | u | -4%[10 µM] | -20% | 0% | u | -14%
COc1cc(/C=N/NC(=O)c2ccccc2O)ccc1OC(=O)CC1SC(=O)NC1=O (stereo unspecified) | -12% | -6% | 2% | 11%[10 µM] | 11% | -3% | -12% | u
CCOC(=O)Cn1c(N2CCCCCC2)nc2c1c(=O)[nH]c(=O)n2C | 3% | -2% | 0% | -1%[10 µM] | 1% | -1% | 1% | -4%
COc1ccc(Br)cc1S(=O)(=O)N1CC(C)OC(C)C1 (stereo unspecified) | 2% | -1% | 8% | 34%[10 µM] | 0% | -9% | 5% | 0%
O=C(Cn1c2ccc(F)cc2c2nc3n(c(=O)c21)CCS3)Nc1ccccc1C(F)(F)F | u | -7% | u | u | 0% | -4% | 4% | 7%
Fc1cccc(CSc2nc3ccncc3[nH]2)c1 | -5% | 0% | -3% | -46%[inhibitor] | -14% | 4% | -5% | -3%
O=C(CN(C(=O)Cn1nnc(-c2cccs2)n1)c1cnc2ccccc2c1)NCC1CCCO1 (stereo unspecified) | -1% | -3% | 3% | -21% | -12% | 0% | -1% | -2%
O=C(NCCC(c1ccccc1)c1ccccc1)c1ccc(Br)o1 | x | -4% | -5% | 15% | -21% | 3% | -21% | u
